SENP7 block: SENP7 protease inhibition | recombinant SENP7, Z-RLRGG-aminoluciferin luminescence, 40 min | Q9BQF6 | inhibition, % at 5 µM | actives 1.5% (n = 330,000);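 active = inhibition above about 50% at the single test dose, limit read from the data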;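 note: plate controls were DMSO with enzyme for no effect and no enzyme buffer wells for full effect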
Target sequence (Q9BQF6 706-1050 limits assumed): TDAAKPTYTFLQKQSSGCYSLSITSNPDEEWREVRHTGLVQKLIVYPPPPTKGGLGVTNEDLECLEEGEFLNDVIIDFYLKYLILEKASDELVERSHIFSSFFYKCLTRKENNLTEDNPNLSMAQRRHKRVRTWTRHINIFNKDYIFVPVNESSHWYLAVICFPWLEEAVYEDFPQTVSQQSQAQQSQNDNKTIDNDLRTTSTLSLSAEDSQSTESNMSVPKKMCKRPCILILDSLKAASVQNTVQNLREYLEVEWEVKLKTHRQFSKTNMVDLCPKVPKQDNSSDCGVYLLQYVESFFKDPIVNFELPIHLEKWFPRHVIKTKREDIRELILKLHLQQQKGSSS
UBC13 polyUb: human UBC13 polyubiquitination inhibition | P61088 | UBC13 polyubiquitin chain formation, TR-FRET | inhibition, % at 20 µM | actives 0.47% (n = 330,000) | AID 485273; in the data active = inhibition above about 45%, passing the limit was not always enough
Target sequence (P61088 whole entry, looked up): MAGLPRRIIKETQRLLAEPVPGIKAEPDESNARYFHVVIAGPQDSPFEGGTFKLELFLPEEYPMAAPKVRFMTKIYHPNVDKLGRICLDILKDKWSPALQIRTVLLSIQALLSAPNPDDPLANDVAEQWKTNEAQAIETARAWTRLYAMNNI
HKDC1 inh: HKDC1 (human) hexokinase inhibition. recombinant HKDC1, G6PDH/diaphorase resazurin coupled fluorescence. actives 0.16% (n = 340,000). inhibition, % at 20 µM. AID 493160. Q2TB90;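 active = inhibition above about 35% when tested at 20 µM, limit read from the data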;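 note: plate controls were DMSO wells with enzyme for no effect and DMSO wells lacking enzyme for full effect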
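Test system: HK5 enzyme. Quantity: 5 µg/mL HK5 final. Reagent: glucose and ATP substrates. Schedule: 90 min reaction incubation at room temperature, dark. Technique: resazurin-to-resorufin fluorescence via G6PDH and diaphorase coupling, 525/613 nm. Control set: DMSO wells with and without enzyme mix.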
SENP6 inh: inhibitors of human SENP6 protease; actives 1.8% (n = 330,000); Recombinant SENP6 catalytic domain, aminoluciferin luminescence; AID 2599; Q9GZR1; inhibition, % at 10 µM;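 active = inhibition above about 50% at the single tested dose, limit read from the data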;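 note: plate controls were DMSO wells with enzyme for no effect and DMSO wells lacking enzyme for full effect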
Target sequence (Q9GZR1 628-1112 limits assumed): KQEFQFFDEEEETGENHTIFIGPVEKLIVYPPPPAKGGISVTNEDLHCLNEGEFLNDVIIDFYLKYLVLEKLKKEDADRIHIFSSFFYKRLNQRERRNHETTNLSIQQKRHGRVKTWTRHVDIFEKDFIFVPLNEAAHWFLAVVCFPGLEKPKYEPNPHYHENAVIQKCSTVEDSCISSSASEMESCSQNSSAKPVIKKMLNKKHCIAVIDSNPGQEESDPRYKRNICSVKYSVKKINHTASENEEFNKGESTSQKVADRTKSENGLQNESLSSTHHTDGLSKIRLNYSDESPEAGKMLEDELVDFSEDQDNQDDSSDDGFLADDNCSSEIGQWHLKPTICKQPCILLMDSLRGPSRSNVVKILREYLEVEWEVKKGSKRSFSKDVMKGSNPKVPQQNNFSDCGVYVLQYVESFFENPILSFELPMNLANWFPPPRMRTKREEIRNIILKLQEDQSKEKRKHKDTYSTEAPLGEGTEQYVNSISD
SENP1 FRET inh: SENP1 (human) catalytic domain inhibition. recombinant SENP1 catalytic domain, CyPet-SUMO1-YPet FRET cleavage. inhibition, % at 10 µM. actives 0.21% (n = 360,000). AID 624204;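 active = inhibition at least 30% at 10 µM, raw YFP signal under a set limit, fluorescence ratio 0.5 to 1.5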;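 note: 0% = enzyme with DMSO and 100% = no enzyme wells; some results filed as inactive read as strong as hits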
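Material: hSENP1 catalytic domain, recombinant; medium: Tris pH 8 with BME, BSA, NP40 and catalase; compound: single concentration of 10 µM compound, 0.5% DMSO final; technique: FRET read of cyan and yellow fluorescence; timing: 50 min enzyme reaction, room temperature, light-protected; reagent: SFCypet-SUMO1-SFYpet substrate at 25 nM; control set: no-enzyme low, enzyme-DMSO high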
beta cell repl: inducers of beta-cell replication in MIN6 cells | MIN6 cells proliferation, ATPlite luminescence, 48 h; cells starved in 0.2% serum; 100% = growth in 10% serum | proliferation, % at 10 µM | actives 0.29% (n = 330,000) | AID 2380;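 active = compounds whose signal lies at least 3.5 SD above the mean of all wells on their plate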;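 note: 0% = DMSO-treated cells in low-serum medium and 100% = 10% serum control; some compounds called inactive have numbers as strong as hits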
PfG6PD inh: PfG6PD (Plasmodium falciparum) enzyme inhibition. PfGluPho enzyme, NADPH resazurin-diaphorase fluorescence. inhibition, % at 20 µM. actives 0.78% (n = 350,000). AID 504690;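 active = inhibition reaching at least a set limit at 20 µM in the primary screen, cut at about 59% in these data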;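 note: 0% = DMSO wells with substrate and 100% = DMSO wells lacking glucose-6-phosphate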
SENP8 block-1: inhibitors of human SENP8 protease; Q96LD8; purified SENP8, Z-RLRGG-aminoluciferin cleavage, luminescence; inhibition, % at 10 µM; actives 1.2% (n = 330,000); AID 2540; in the data active = inhibition above about 50%
SENP8 block-2: inhibitors of human SENP8 protease; Q96LD8; recombinant SENP8, Nedd8 substrate fluorescence; inhibition, % at 20 µM; actives 0.64% (n = 360,000); AID 602440; in the data active = inhibition mostly above about 40%, no sharp cut-off; inactive = mostly below about 27%
Starred values were filed as active, the others as inactive; · = not tested or not shown. Rows were taken by chance, and some 4% of all compounds hit somewhere here.

SMILES	SENP7 block	UBC13 polyUb	HKDC1 inh	SENP6 inh	SENP1 FRET inh	beta cell repl	PfG6PD inh	SENP8 block-1	SENP8 block-2
Cc1cc(=O)n2[nH]c(-c3sccc3-n3c(C)ccc3C)cc2n1	3	-6	7	3	·	-2	11	5	·
CCOC(=O)c1sc(C)c2c1NC(C)(c1ccccc1)NC2=O (stereo not given)	5	18	1	4	-7	4	1	-6	-406
CCc1noc(C)c1C(=O)NNC(=O)c1ccccc1F	-1	4	-2	-8	2	4	-16	5	7
CCOc1ccc(NC(=O)c2cc([N+](=O)[O-])ccc2N2CCOCC2)cc1	7	-13	-1	-11	0	-6	7	-3	-2
O=c1cnc2ccccc2n1CC1CCCCC1	13	8	14	-2	0	-1	-20	-5	-84
COc1ccc(C2CC(c3ccc(Cl)cc3Cl)Nc3nc(N)nn32)cc1OC (stereo not given)	2	12	-4	-4	-2	-1	9	-10	12
Cc1ccc(C(C(=O)NC2CCCC2)N(Cc2ccco2)C(=O)CCC(=O)Nc2cc(C)on2)cc1 (stereo not given)	0	5	-5	-14	-1	-1	28	-2	7
CCOC(=O)C1C(=O)C=C(c2ccc(C)cc2)CC1c1ccco1 (stereo not given)	1	3	2	-6	1	-2	-1	-5	6
COc1ccc(C(CNC(=O)c2ccc(OC)c(S(=O)(=O)N3CCCC3)c2)N2CCCC2)cc1 (stereo not given)	-3	-6	-2	4	-2	-1	9	-18	-2
COc1ccc(NC(=O)c2ccccc2SC)c(OC)c1	-7	-13	-8	-1	0	-3	5	-9	0
C=CCn1c(CSCc2ccc(C)cc2)nnc1SCC(=O)NCc1ccccc1	-7	-2	-5	-2	-3	0	3	-11	21
NC(=O)c1ccc(NC(=O)COC(=O)c2ccc(Br)c(S(=O)(=O)N3CCOCC3)c2)cc1	·	·	-13	·	3	·	-23	·	2
Cc1ccc(C2CC(c3cccs3)=NN2C(=O)c2ccc(Br)o2)cc1 (stereo not given)	0	13	5	-16	-1	-3	5	-14	-156
O=C(OCN1C(=O)C(=O)c2ccccc21)c1ccc(Cl)cc1	12	-7	5	-18	-3	0	4	-14	3
COc1c(C)cc(C(=O)C2CCCN(C(=O)c3ccoc3)C2)cc1C (stereo not given)	11	-10	-5	0	0	-1	-29	-8	2
COc1ccc(S(=O)(=O)N2CCC(C(=O)NCC(=O)Nc3c(C)cccc3C)CC2)cc1OC	·	·	-4	·	0	·	0	·	8
O=C(Nc1nc2ccc([N+](=O)[O-])cc2s1)c1c(F)cccc1F	31	10	0	25	-79	-3	-21	17	-16
CSc1nc(C)cc(Oc2ccc(OCC(N)=O)nn2)n1	-4	-10	-2	-10	-1	-3	8	-8	5
CC(=O)c1c(C)[nH]c(C(=O)CSc2nc3ccccc3c(=O)n2CCCN2CCOCC2)c1C	-5	5	-8	-5	2	-2	19	-9	1
CCOC(=O)Cc1cc(=O)n2[nH]cc(-c3cccc(Br)c3)c2n1	-4	0	-7	-13	-11	-2	7	0	-402

The last 2 entries of the part above lead into the next.
SMILES	SENP7 block	UBC13 polyUb	HKDC1 inh	SENP6 inh	SENP1 FRET inh	beta cell repl	PfG6PD inh	SENP8 block-1	SENP8 block-2
CC(=O)c1c(C)[nH]c(C(=O)CSc2nc3ccccc3c(=O)n2CCCN2CCOCC2)c1C	-5	5	-8	-5	2	-2	19	-9	1
CCOC(=O)Cc1cc(=O)n2[nH]cc(-c3cccc(Br)c3)c2n1	-4	0	-7	-13	-11	-2	7	0	-402
O=C(CN1C(=O)COc2ccccc21)N1CCOCC1	-16	1	2	7	0	-2	-7	-10	8
Cc1ccc(C2CC2C(=O)NNC(=S)Nc2cccc(Cl)c2)cc1 (stereo not given)	6	-30	-15	-4	3	-3	-21	3	10
O=C(C1CCCN(S(=O)(=O)c2cccc3cccnc23)C1)N1CCc2ccccc21 (stereo not given)	-5	-2	6	1	-8	-1	-5	-3	-19
Cc1cc(C)n(CC(C)NCc2cn[nH]c2-c2cccc3ccccc23)n1 (stereo not given)	-5	-3	-6	-29	-8	-2	-10	-5	-4
Cc1ccc2c(n1)sc1c(N)ncnc12	-2	17	-1	4	-93	-1	10	-2	-313
COc1ccccc1N1CCN(C(=O)c2ccccc2SCC(=O)NCc2ccco2)CC1	7	-6	-1	-1	0	-1	4	-6	6
Cc1ccc(NC(=O)CSc2nnc(CN3CCOCC3)n2-c2ccccc2)cc1	3	0	-2	-8	-1	-2	-1	-4	18
CCc1ccc(OCC(=O)NC(C)C)cc1	0	2	2	-2	-1	3	11	5	-8
CCc1nnc(NC(=O)CSc2ccc(-c3nc4ccc(C)cc4[nH]3)cn2)s1	11	4	1	3	-1	0	29	-8	-251
CCN(C(=O)CN1CCOCC1)C1(C)C(=O)c2ccccc2C1=O	1	3	-12	-2	2	-3	-6	1	8
Cc1ccsc1C(=CCCN1CCC[C@@H](C(=O)O)C1)c1sccc1C	5	9	-6	0	1	2	21	6	12
O=C(O)c1cccc(S(=O)(=O)NCCC(c2ccccc2)c2ccccc2)c1	-6	-11	2	0	1	-3	-29	-6	9
CCOP(=O)(OCC)c1nc(-c2ccccc2Cl)oc1N1CCOCC1	3	-13	-6	8	-1	-1	6	-2	-277
COc1ccc(C(C)=O)cc1CN1C(=O)NC2(CCCCCCC2)C1=O	3	2	-11	6	1	-1	4	-1	3
O=C(c1cc(COc2ccc3ncccc3c2)on1)N1CCC(O)CC1	1	4	-4	-6	1	1	-3	3	-7
Cn1nc2c3ccccc3n(Cc3ccc(F)cc3)c2nc1=S	0	13	3	-2	0	1	-11	-3	5
O=C(CCCc1c[nH]c2ccccc12)N1CCOCC1	3	7	3	-21	0	1	3	4	-8
Cc1ccc(C2OCC3(CO)COC(c4ccc(C)cc4)N23)cc1 (stereo not given)	16	0	5	-22	4	2	5	-6	10
COC(=O)CC1=NN(c2nc3ccccc3s2)C(=O)/C1=C/N(C)C	44	-12	1	-3	-38	-1	0	35	7
Cc1ccc(NC(=O)[C@@H](NC(=O)c2cccc(S(=O)(=O)N3CCOCC3)c2)C(C)C)cc1C	-10	-3	-8	-13	1	0	-15	-7	6

In the list so far, these contain fluorine.
SMILES	SENP7 block	UBC13 polyUb	HKDC1 inh	SENP6 inh	SENP1 FRET inh	beta cell repl	PfG6PD inh	SENP8 block-1	SENP8 block-2
CCc1noc(C)c1C(=O)NNC(=O)c1ccccc1F	-1	4	-2	-8	2	4	-16	5	7
O=C(Nc1nc2ccc([N+](=O)[O-])cc2s1)c1c(F)cccc1F	31	10	0	25	-79	-3	-21	17	-16
Cn1nc2c3ccccc3n(Cc3ccc(F)cc3)c2nc1=S	0	13	3	-2	0	1	-11	-3	5

New compounds follow:
SMILES	SENP7 block	UBC13 polyUb	HKDC1 inh	SENP6 inh	SENP1 FRET inh	beta cell repl	PfG6PD inh	SENP8 block-1	SENP8 block-2
COc1ccc2[nH]c(=O)c(-c3noc(-c4ccc(F)cc4)n3)cc2c1	-3	10	30	1	-21	3	5	-7	-334
CC(C)c1nnc(NC(=O)c2nc(S(=O)(=O)Cc3ccc(F)cc3)ncc2Cl)s1	4	39	6	-4	3	-5	-34	-3	10
Cc1ccc(S(=O)(=O)N2C(=O)CCC2C(=O)NCc2ccco2)cc1 (stereo not given)	-1	-7	-8	-19	3	0	-9	-9	15
COc1ccc(Nc2cc(=O)n(C3CCCCC3)c(=O)[nH]2)c(OC)c1	1	2	2	-3	-3	-2	-2	0	20
COC(CNC(=O)c1ccc(CS(=O)(=O)c2ccc(C)cc2)o1)OC	-5	1	-1	-3	2	-2	-19	4	14
CSc1c(SCc2ccccc2)cnn(-c2ccccc2)c1=O	-4	4	2	-3	0	0	14	-6	16
Cc1ccc(NC(=O)NC(=O)CSc2nnc(-c3ccc(OC(F)F)cc3)n2N)c(C)c1	28	15	4	-19	0	-3	0	-3	0
NC(=O)COc1ccc(-c2noc(COc3ccccc3[N+](=O)[O-])n2)cc1	1	1	-8	-20	-2	0	9	-4	12
O=C(C/C=N\O)Nc1ccc(Oc2ccccc2)cc1	2	6	-3	-4	0	2	-13	-3	-13
O=C(COC(=O)C1CCN(S(=O)(=O)c2ccccc2)CC1)NC(=O)c1ccc(OC(F)F)cc1	-1	8	-5	-5	1	0	26	3	13
CCOc1c(Cl)cc(C2NC(=O)NC(C)=C2C(=O)NCc2ccccc2)cc1OC (stereo not given)	6	18	13	-3	1	-3	0	-1	5
CCN(CC(=O)NC1CCS(=O)(=O)C1)C(C)C(=O)Nc1ccc(F)cc1 (stereo not given)	8	4	0	-6	-1	2	-8	7	8
CCN(c1ccccc1)S(=O)(=O)c1ccc(Oc2ccc(C(C)=O)cc2OC)nc1	-6	-2	-2	-15	2	-1	9	9	4
Cc1[nH]c2ccccc2c1C(=O)NS(=O)(=O)Nc1ccccc1	1	3	7	-10	0	-1	-6	1	18
CN(CC(=O)NCc1ccccc1Cl)CC(=O)Nc1cccc(F)c1	2	7	-7	-2	-2	-1	14	5	7
CC(NC(=O)CNC(=O)Cc1cccc2ccccc12)c1ccc(S(N)(=O)=O)cc1 (stereo not given)	-3	-2	7	5	-5	-4	3	3	0
Clc1ccc(OCCSc2ncccn2)c2ccccc12	4	6	4	-24	3	-1	13	2	6
N=C1C(c2nc(-c3ccc(Cl)cc3)cs2)=C(O)CN1CCCN1CCOCC1	6	19	-1	-14	-4	-6	-10	-1	6
CCN(CC)CCOC(=O)C12CC3CC(CC(C3)C1)C2	2	3	2	1	4	-1	9	3	16
CN(C)/C=C/C(=O)c1ccc(Oc2ncccn2)cc1	-6	-19	-10	-7	-4	-4	-3	-9	1
Cc1nc(SC(C)C(=O)NCC2CCCO2)c2cc(-c3ccccc3)sc2n1 (stereo not given)	1	2	2	6	-13	-5	-3	-2	-89
O=C(O)COc1ccc(/C=C2/SC(=S)N(Cc3ccccc3)C2=O)cc1	0	-23	8	43	-18	-4	-15	16	15
Cc1cc(C)c(NC(=O)CN(C)C(=O)C2CC(=O)N(c3cccc4ccccc34)C2)c(C)c1 (stereo not given)	0	4	-4	11	0	4	-2	-7	14
C=CCN1C(=O)/C(=C2/Sc3ccc(OC)cc3N2C)SC1=Nc1ccc(OC)cc1	3	2	·	12	·	-1	·	-5	·
COc1ccc(OC)c2c(C)cc(N3CCN(C(=O)c4ccc(C)cc4)CC3)nc12	7	3	7	-5	0	-1	-4	-2	-390
O=C(O)Cc1ccc(-n2cccc2)cc1	-1	-4	3	-23	-1	1	-12	-11	0
CC1=N/C(=C/c2ccco2)C(=O)O1	·	·	0	·	-2	·	11	·	16
C=CCN1C(=O)[C@H]2CCC=C[C@H]2[C@@H]1c1cccc(C)c1	10	·	9	·	0	·	-13	·	4
Cc1ncsc1C(=O)Nc1cccc(C(F)(F)F)c1	4	2	-3	-3	0	-2	8	3	9
CN1C(=O)S/C(=C\c2ccc(-n3cncn3)cc2)C1=O	-5	-2	-4	-11	0	-3	-15	-1	-1
COc1ccccc1CNC(=O)c1cccc(NC(=O)c2ccccc2)c1	4	-16	-6	93*	1	2	1	-2	17
Cc1ccccc1C(=O)Nc1ccc(Cl)cn1	51*	0	-1	56*	-1	-3	7	19	21
Cc1cc(NC(=O)CN2C(=O)NC(C)(CC(C)C)C2=O)no1 (stereo not given)	0	8	-20	-2	1	-2	2	5	11
Cc1ccc(-c2nnn(CCC(=O)Nc3ccc4c(c3)OCO4)n2)cc1	3	7	7	-35	3	0	0	-4	16
